PI5P4Ka inh = qHTS for Inhibitors of phosphatidylinositol 5-phosphate 4-kinase (PI5P4K); Phosphatidylinositol 5-phosphate 4-kinase type-2 alpha (Homo sapiens), P48426; PI5P4Kalpha enzyme, ADP-Glo luminescence, 60 min; stronger effect = lower value; max response, %; hit rate 1.2% among 330,000; AID 652105, 2013; active = max response of -50% or lower; inconclusive = between -30% and -50%; inactive = -30% or higher; note: value at the top dose of about 77 µM; % is set by controls: 0 for no effect and ±100 for the full control effect
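qHTS, 1536-well: enzyme/substrate mix, compound by pin tool, 5 microM ATP final; RT 60 min; ADP-Glo reagents 1 (45 min) then 2 (30 min); luminescence.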
EPAC1 antag = qHTS for Antagonist of cAMP-regulated guanine nucleotide exchange factor 3 (EPAC1): primary screen. EPAC1 GEF assay, Rap1b-BODIPY-GDP exchange fluorescence. Rap guanine nucleotide exchange factor 3 (Homo sapiens), O95398. Potency, µM (highest dose often 115 µM), without a hit: at the top dose activity change, negative = inhibition, usual class: inhibitors. hit rate 0.14% among 360,000;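 note: potency is the fitted concentration of half-maximal effect; plate controls were vehicle for no effect and positive control for full effect; nearly all actives have a fitted effect of over 50% in size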
Target sequence (O95398 whole entry, looked up): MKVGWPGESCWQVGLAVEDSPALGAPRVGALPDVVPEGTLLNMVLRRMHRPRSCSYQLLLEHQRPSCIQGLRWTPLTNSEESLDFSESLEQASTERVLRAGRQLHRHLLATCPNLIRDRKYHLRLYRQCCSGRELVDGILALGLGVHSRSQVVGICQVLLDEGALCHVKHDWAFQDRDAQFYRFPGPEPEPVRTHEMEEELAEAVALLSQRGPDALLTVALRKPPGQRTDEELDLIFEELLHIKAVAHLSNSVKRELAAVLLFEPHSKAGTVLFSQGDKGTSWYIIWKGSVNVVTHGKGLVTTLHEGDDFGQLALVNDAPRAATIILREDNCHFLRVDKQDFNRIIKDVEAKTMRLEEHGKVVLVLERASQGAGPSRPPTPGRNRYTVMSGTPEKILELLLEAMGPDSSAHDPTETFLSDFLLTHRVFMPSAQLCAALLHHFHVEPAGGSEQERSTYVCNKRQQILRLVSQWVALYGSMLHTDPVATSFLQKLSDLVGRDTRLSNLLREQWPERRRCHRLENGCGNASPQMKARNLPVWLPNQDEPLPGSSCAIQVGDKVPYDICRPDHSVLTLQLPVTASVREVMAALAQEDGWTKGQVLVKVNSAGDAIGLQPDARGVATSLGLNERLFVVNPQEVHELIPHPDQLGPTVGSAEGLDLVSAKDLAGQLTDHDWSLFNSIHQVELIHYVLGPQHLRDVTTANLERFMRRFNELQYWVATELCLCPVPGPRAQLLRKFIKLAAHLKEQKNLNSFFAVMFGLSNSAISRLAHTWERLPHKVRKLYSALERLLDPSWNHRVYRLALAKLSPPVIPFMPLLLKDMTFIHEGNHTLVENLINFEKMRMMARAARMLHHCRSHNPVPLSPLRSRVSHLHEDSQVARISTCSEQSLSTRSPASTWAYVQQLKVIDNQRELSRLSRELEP
PLK1 PBD inh = qHTS for Inhibitors of PLK1-PDB (polo-like kinase 1 - polo-box domain): Primary Screen | Plk1 PBD binding of FITC phosphopeptide, fluorescence polarization | Potency, µM, for the others: max response, negative = inhibition, hits mostly inhibitors | hit rate 2.8% among 360,000; note: potency is the fitted concentration of half-maximal effect; series mostly up to about 57 µM; % is set by controls: 0 for no effect and ±100 for the full control effect; nearly all actives have a fitted effect of over 65% in size
IL-2 act = qHTS of IL-2 Activators; hit rate 0.065% among 360,000; AID 652025, 2013; IL-2 activation reporter assay, cell-based qHTS; stimulated with anti-CD3/CD4/CD28 beads; in transgenic mouse T cells; activation, % (series mostly up to about 46 µM); in the data active = activation above about 50%; inconclusive = mostly about 30% to 49%; note: 0% is about no effect
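Readout: EGFP and DsRed signals by fluorescent plate cytometry. Unstimulated transgenic mouse T cells received compound 60 min before antibody-bead stimulation, then incubated 18 h at 37 degrees C.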
FUS suppressor = qHTS for Suppressors of FUS Proteinopathy: Primary screen using FUS-linked yeast assay. S. cerevisiae FUS-expressing, growth rescue, OD600, 24 h. Potency, µM (top dose mostly 76.6 µM), for the others: top-dose growth rescue (activation), usual class: activators. hit rate 0.24% among 390,000;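 note: potency is the fitted concentration of half-maximal effect; plate controls were DMSO vehicle for no effect and reference control for full effect; nearly all actives have a fitted effect of over 55% in size; some results filed as inactive show a strong effect at the top dose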
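Quantitative HTS measuring growth restoration of FUS-toxic yeast. Galactose-induced cells (OD 0.005) were exposed 24hr at 30C to compounds at several concentrations, then absorbance at 600 nm was recorded.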
EPAC1 agonist = qHTS for Agonist of cAMP-regulated guanine nucleotide exchange factor 3 (EPAC1): primary screen; Rap guanine nucleotide exchange factor 3 (Homo sapiens), O95398; EPAC1 agonist qHTS, biochemical assay; response scale: 100% = response to 6.5 mM cAMP; Potency, µM (titrated, usually from 154 µM), inactives show top-dose activation, most hits filed as activators; hit rate 0.073% among 360,000; AID 720707, 2013; note: potency is the fitted concentration of half-maximal effect; nearly all actives have a fitted effect of over 60% in size
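EPAC1 100 nM, Rap1B–BODIPY-GDP 250 nM, unlabeled GDP 50 uM; compound titration; 5 min RT; kinetic read ex480/em540 at 5-min intervals ×30 min; data normalized to 6.5 mM cAMP agonist control.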
WRN inhibitor = qHTS for Inhibitors of WRN Helicase; Bifunctional 3'-5' exonuclease/ATP-dependent helicase WRN (Homo sapiens), Q14191; WRN helicase unwinding, fluorescent forked duplex, kinetic; Potency, µM (highest dose often 114 µM), without a hit: at the highest dose activity change, negative = inhibition, actives largely listed as inhibitors; hit rate 0.46% among 360,000; note: potency is the fitted concentration of half-maximal effect; % is set by controls: 0 for no effect and ±100 for the full control effect; nearly all actives have a fitted effect of over 55% in size
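Primary qHTS, 1536-well format. 20 nM WRN + compound, 15 min RT; start with 100 nM forked fluorophore/quencher duplex, 2 mM ATP (final); kinetic read ex 525/em 598 nm.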
Abeta yeast res = qHTS for compounds that reverse cellular toxicity of Amyloid beta (A-beta) peptide in yeast: Primary Screen. hit rate 0.063% among 410,000. yeast expressing A-beta42, growth rescue, OD600, 48 h; response scale: 0% DMSO, 100% iron-clioquinol control. Potency, µM (highest dose often 46.1 µM), for the others: at the top dose growth rescue, most hits filed as activators; note: potency is the fitted concentration of half-maximal effect; nearly all actives have a fitted effect of over 55% in size
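Yeast A-beta toxicity model in growth medium with pinned compounds, 48 h at 30 C; growth read as absorbance at 600 nm. Normalized to FeCl3/clioquinol equimolar mix (positive) and DMSO (negative).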
An asterisk follows results filed as active; ? = inconclusive; nt = no result given; [ ] = dose if it differs, or a comment. Unless noted, calls come from the whole dose curve; as a rule, active = well fitted curve in the direction sought with a large enough effect; inconclusive = small, poorly fitted or top-dose-only effect, or another doubt; inactive = no such curve, though single readings can be large; an effect the other way counts as inactive or inconclusive.

SMILES	PI5P4Ka inh	EPAC1 antag	PLK1 PBD inh	IL-2 act	FUS suppressor	EPAC1 agonist	WRN inhibitor	Abeta yeast res
COc1ccc(N/C(N)=N/c2nc(C)c(Cc3ccccc3)c(=O)[nH]2)cc1	2	-11%	-2%	-0.2	-3%	8%	1%	-7%
NC1=C(Cl)C(=O)c2ccc(S(N)(=O)=O)cc2C1=O	?	?	-1%	-1.1	-7%	5%	?	-14%
COC(=O)NC(NC(=S)Nc1ccc([N+](=O)[O-])cc1)C(Cl)(Cl)Cl (stereo unspecified)	0	-23%	-13%	-0.2	nt	-9%	-3%	-8%
CC(=O)Nc1ccc(CNc2ncnc3ccc(-c4c(C)noc4C)cc23)cc1	nt	-19%	nt	-0.8	-20%	5%	nt	-14%
CC1Cc2ccccc2N1S(=O)(=O)c1cccc2nsnc12 (stereo unspecified)	nt	-5%	1%	-2.1	1%	12%	-6%	-20%
COCCCN1C(=O)CC(C(=O)OC)=C1C	-3	-1%	-17%	0.1	11%	8%	13%	-7%
COc1ccc(-c2noc(CCCC(=O)O)n2)cc1	-5	-6%	-8%	1.4	10%	-8%	-1%	19%
O=c1c2c3c(sc2ncn1/N=C/c1cccnc1)CCCC3	8	4%	-2%	-0.3	7%	-10%	1%	-17%
CCN(C[C@H]1N[C@@](CC)(C(=O)OC)[C@H]2C(=O)N(Cc3ccccc3)C(=O)[C@@H]12)C(=O)C1CCCCC1	0	-5%	-10%	-0.7	19%	-9%	6%	-3%
Cc1ccc(S(=O)(=O)Nc2ccc(S(=O)(=O)NCC3CCCO3)cc2)cc1 (stereo unspecified)	0	9%	-7%	0.4	7%	6%	6%	5%
CCc1ccc(CN(C)C(=O)CC2C(=O)NCCN2Cc2ccoc2)cc1 (stereo unspecified)	-7	-2%	-19%	0.0	-1%	8%	-1%	-8%
O=C(Cn1nc(Cl)nc1Cl)c1cc2ccccc2oc1=O	-2	-3%	0%	-0.5	nt	-6%	-12%	-15%
CCOc1ccc(N(CC(=O)N2CCOCC2)S(=O)(=O)c2ccc(SC)cc2)cc1	-11	2%	-15%	-0.4	-19%	5%	-5%	2%
Cn1cnc(S(=O)(=O)N2CCCC(c3cc(C(=O)Nc4ccc(F)c(Cl)c4)no3)C2)c1 (stereo unspecified)	0	-13%	0%	0.8	18%	2%	-8%	-11%
CC1CN(S(=O)(=O)c2cccc(C(F)(F)F)c2)CN1C(=O)N1CCOCC1 (stereo unspecified)	0	7%	-8%	-2.6	-6%	-5%	-14%	-11%
COc1ccc(CN(CC(=O)NC2CCCCC2)C(=O)CCC(=O)Nc2nccs2)cc1	0	8%	-13%	0.4	15%	2%	3%	4%
O=C(CCn1c2c(c3ccccc31)CCCC2)NNC(=O)c1ccccc1C(=O)O	2	-18%	-13%	1.2	17%	-4%	-4%	-3%
COC(=O)/C(C#N)=C/c1c(N2CCN(Cc3ccc4c(c3)OCO4)CC2)nc2c(C)cccn2c1=O	-6	0%	-6%	0.4	-17%	14%	?	0%
O=C(COC(=O)Cc1cccs1)Nc1ccc(F)c(F)c1F	-2	-3%	-1%	-0.4	-11%	2%	-8%	7%
COc1cccc(C(=O)NCC(=O)OCc2ccc(F)cc2Cl)c1	7	20%	3%	-1.6	2%	2%	2%	-1%
NC(Cc1ccc(C(F)(F)F)cc1)c1csc(Nc2ncccn2)n1 (stereo unspecified)	-17	1%	-10%	-0.7	6%	-2%	-3%	6%
CCN(CC)S(=O)(=O)c1cc(NC(=O)C(CC(C)C)NC(N)=O)ccc1C (stereo unspecified)	9	2%	2%	-0.6	11%	-3%	3%	-1%
Cc1ccc(NC(=O)CN2C(=O)N/C(=C/c3ccccc3OCc3cccc(C(=O)O)c3)C2=O)cc1	-29	?	?	-1.0	21%	6%	50µM*	-10%
COc1ccc(Nc2c3c(nc4ccccc24)CCCC3)cc1OC	-9	11%	-11%	-3.1	48%	10%	-18%[57.1 µM]	7%
CC(C)N1C(=O)C2C(C(=O)NC3CCCCC3)C3C=CC2(O3)C1C(=O)NC1CCCC1 (stereo unspecified)	0	10%	-1%	-1.5	0%	-10%	5%	24%

Brought forward from above: 2 entries, then new ones.
SMILES	PI5P4Ka inh	EPAC1 antag	PLK1 PBD inh	IL-2 act	FUS suppressor	EPAC1 agonist	WRN inhibitor	Abeta yeast res
COc1ccc(Nc2c3c(nc4ccccc24)CCCC3)cc1OC	-9	11%	-11%	-3.1	48%	10%	-18%[57.1 µM]	7%
CC(C)N1C(=O)C2C(C(=O)NC3CCCCC3)C3C=CC2(O3)C1C(=O)NC1CCCC1 (stereo unspecified)	0	10%	-1%	-1.5	0%	-10%	5%	24%
O=C(O)c1ncn(Cc2ccccc2)c1C(=O)O	nt	2%	-5%	-0.7	25%	-2%	-4%	-2%
O=C1c2cccc3c2C2(O)c4c1cccc4C(=O)c1cccc(c12)C3=O	1	9%	5%	-3.6	-4%	8%	0%	8%
COc1cc(/C=N/S(=O)(=O)c2ccccc2)cc(OC)c1O	-1	-4%	-26%	0.4	-18%	7%	-10%	nt
c1ccc(C2=Nn3c(nnc3-c3ccco3)SC2)cc1	-7	5%	30µM*	-1.9	31%	-8%	-14%	-14%
Cc1cc(C)cc(CSc2nnc(C)c(=O)[nH]2)c1	nt	1%	-6%	-0.3	26%	1%	-9%	9%
O=C(CSc1nc2ccccc2[nH]1)N1CCN(C(=O)c2ccco2)CC1	-8	4%	?	1.1	nt	-5%	3%	0%
Cn1c(SCC(=O)N/N=C/c2ccc([N+](=O)[O-])s2)nnc1-c1ccccc1	-16	-34%	-22%	-5.7	22%	11%	-8%	-81%[inhibitor]
CCCOC(=O)c1ccc(Oc2cn[nH]c2-c2ccc(O)cc2O)cc1	2	-4%	4%	0.4	18%	14%	-22%	-84%[inhibitor]
COc1ccc(NC(=O)Nc2sc(=S)n(C)c2C)cc1	-2	2%	?	1.8	8%	-2%	-6%	-6%
CCc1ccccc1NC(=O)CSc1nnc([C@@H](N)Cc2ccccc2)o1	nt	0%	-28%	-2.6	6%	-3%	14%	0%
O=c1cc(-c2ccccc2)[nH][nH]1	nt	6%	-14%	-0.5	-2%	14%	-10%	-8%
Cc1cc2cc(C)c(NCCNC(=O)c3ccccc3Cl)nc2cc1C	11	-6%	?	-5.4	10%	2%	-1%	-30%
C=CCNC(=O)C1CC(=O)N(c2ccc(OCc3ccc(F)cc3)cc2)C1 (stereo unspecified)	3	1%	-2%	0.1	-6%	1%	1%	-7%
O=C(c1ccco1)N(Cc1ccco1)Cc1cc2ccccc2[nH]c1=O	-3	3%	-11%	1.2	0%	3%	7%	12%
Cc1ccc(Cn2c(SCC(C)C)nc3c2c(=O)n(C)c(=O)n3C)cc1	0	8%	-1%	-4.3	18%	3%	0%	3%
COc1cccc(/C=N/N2C(=O)NC3(CCCCC3)C2=O)c1O	-7	2%	-3%	1.9	14%	3%	-6%	-2%
O=C(Nc1ccc(S(=O)(=O)Nc2nccs2)cc1)c1ccc(F)cc1	5	-3%	0%	-1.2	14%	-1%	-6%	-1%
CCCCC(=O)Nc1ccc(S(=O)(=O)N2CCCCC2c2cccnc2)cc1 (stereo unspecified)	0	-2%	-4%	-3.8	nt	-1%	?	12%
Fc1ccc(N2CCN(/C=C/c3nnnn3-c3ccccc3)CC2)cc1	-2	-17%	-8%	-0.8	nt	2%	-9%	-6%
Cc1ccc(-n2c(=O)c3sccc3n(CC(=O)N3CCCC3)c2=O)cc1	nt	2%	1%	-2.2	1%	7%	7%	3%
COc1ccc(-c2csc(NC(=O)c3ccccc3NS(=O)(=O)c3ccc(C)cc3)n2)cc1	0	?	?	-0.6	nt	8%	-11%	-4%
COc1ccc(NC(=S)NC(=O)/C=C/c2ccco2)c(OC)c1	-3	-8%	-12%	-1.4	11%	21%	-7%	?
C[C@@H]1CN([C@H](C)CO)C(=O)c2cc(/C=C/c3ccccc3)cnc2O[C@H]1CN(C)C(=O)NC1CCCCC1	8	-3%	-8%	-1.7	37%	-5%	1%	6%
N#C/C(=C\c1cccs1)C(=O)NCC1CCCO1 (stereo unspecified)	2	8%	-12%	0.6	4%	3%	8%	0%
COc1ccc(-n2cc(-c3ccccc3)c3c(NCCCN4CCOCC4)ncnc32)cc1	-5	-5%	-1%	-1.2	3%	3%	-1%	-7%
SMILES	PI5P4Ka inh	EPAC1 antag	PLK1 PBD inh	IL-2 act	FUS suppressor	EPAC1 agonist	WRN inhibitor	Abeta yeast res
CC(C)CNC(=O)C1CCCN1S(=O)(=O)c1ccc(Cl)cc1 (stereo unspecified)	nt	0%	-1%	-1.5	17%	13%	-11%	1%
CCOc1ccc(S(=O)(=O)NC2CC2)cc1C(N)=O	0	-1%	-6%	-0.5	-1%	-2%	7%[57.1 µM]	-7%
Cc1cccc(-c2noc(CN(C(=O)C(c3ccccc3)c3ccccc3)C(C)C)n2)c1	-3	-7%	-1%	-2.7	21%	-2%	-10%	-5%
NC(=O)C1CCN(c2oc(-c3ccccc3F)nc2S(=O)(=O)c2ccc(Cl)cc2)CC1	5	-5%	-11%	0.0	14%	-7%	-14%	-5%
COCCOC(=O)c1c(NC(=O)CNCc2ccco2)sc(C(N)=O)c1C	-22	-14%	1%	1.7	28%	2%	3%[11.6 µM]	4%
Cc1ccc(C(=O)Nc2ccc(C(=O)NCC3CCCO3)cc2)cc1 (stereo unspecified)	-3	-18%	-10%	0.6	-5%	6%	4%	-2%
CCC(C)(C)NCC(=O)Nc1ccc(OC(F)(F)F)cc1	1	-1%	-8%	3.5	5%	0%	9%	25%
COc1cccc(NCCC(=O)c2cccc([N+](=O)[O-])c2)c1	7	8%	?	-0.5	22%	3%	-18%	-13%
COc1ccccc1CCC(=O)OCC(=O)Nc1cc(S(=O)(=O)N2CCOCC2)ccc1C	-4	1%	2%	-1.9	10%	-4%	-8%	5%
N#CCOc1nc(N2CCCC2)nc(N2CCCC2)n1	0	-1%	3%	3.1	-7%	2%	-2%	1%
CNC[C@@H]1OCc2cnnn2CCCC(=O)N([C@H](C)CO)C[C@H]1C	-1	5%	-1%	-0.1	-26%	-2%	6%	-7%

Bioassay records deposited in PubChem by National Center for Advancing Translational Sciences (NCATS).

Outcome played no part in choosing rows; any-hit rate near 4.1%.
